MKP-3 inhibition – MKP-3 phosphatase inhibitors, primary screen, biochemical, rat enzyme, in vitro (AID 425); Dual specificity protein phosphatase 6 (Rattus norvegicus); recombinant MKP-3 phosphatase activity, fluorescence; higher % means a stronger effect; one-dose inhibition, % at 20 µM; IC50 in µM for titrated hits; 0.17% of 110,000 active; in the data active = inhibition above about 50%;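 also: plate controls were vehicle for no effect and reference inhibitor for full effect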
Hsp70 inhibitors – Hsp70 inhibitors, probe displacement, primary screen, biochemical, fluorescence polarization (AID 583); Hsp70 fluorescence polarization probe displacement, mP; higher % means a stronger effect; displacement, % at 20 µM, or IC50 in µM where a hit was titrated; Heat shock 70 kDa protein 1A (Homo sapiens); 0.06% of 140,000 active; in the data active = displacement above about 50%;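 also: plate controls were vehicle for no effect and reference ligand for full effect; a part of the inactive calls stands beside numbers as strong as those of hits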
* = called active by the depositor; . = no result given; & = joins results of further samples. This is a subset. The share of hits here may be higher or lower than overall.

molecule	MKP-3 inhibition	Hsp70 inhibitors
CC(=O)CC(=O)Nc1ccc(NC(=O)CC(C)=O)c(Cl)c1	6.6%	-2.8%
CC1(C)Cc2c(sc(/N=C/N3CCCC3)c2C#N)C(C)(C)N1	.	0.9%
Cc1cccc(NC2(C(F)(F)F)N=C3SCCN3C2=O)n1 (centres undefined)	-0.2%	.
Cc1ccc(NC(=O)/C(CN(C)C)=N\O)cc1	0.9%	0.4%
O=C1C(C23CC4CC(CC(C4)C2)C3)C(=O)N(c2ccccc2)N1c1ccccc1	-1.4%	1.1%&-3.4%
COC(=O)C1C(C(C)C)N(c2ccccc2)OC1(C)O (centres undefined)	-9.4%&10.4%	4.2%&0.6%
CCS(=O)(=O)N1CCC(C(=O)Nc2cccc(C(C)=O)c2)CC1	-18.1%	3.4%
COc1ccc(CCNC2CC(=O)N(c3ccc(Br)cc3)C2=O)cc1 (centres undefined)	0.4%	2.2%
CN1C(=O)/C(=C\c2cc(Br)ccc2OCc2ccccc2)SC1=S	2.6%	-2.5%
Cc1ccc(N2C(=O)c3ccccc3C2=O)cc1C	-1.7%&-9.0%	-1.3%&-24.3%
COc1ccc(NC(=O)CSc2nnc(-c3ccccc3C)n2C)cc1	1.5%	2.5%
COCCNC(=S)Nc1ccc(OC)cc1	1.1%	-0.8%
CC(C(=O)NCc1ccccc1)N(CCN1CCOCC1)C(=O)c1snc(C(N)=O)c1N (centres undefined)	-0.5%	6.1%
O=c1[nH]c(NNC(=S)Nc2ccccc2)nc2sc3c(c12)CCCC3	-1.2%	1.9%
CCNC(=O)NC(=O)CSc1cccc(C(F)(F)F)c1	-4.6%	-2.0%
CC(=O)Nc1cc2c(nc1C)nc(C)n2Cc1ccc(Br)cc1	-5.0%	2.4%
CC(C)(C)c1nnc(NC(=O)C2CCN(c3ncccn3)CC2)s1	2.4%	-5.3%
CC(=O)C(C)(C)/C(C)=N/N=C(\N)c1ccc(C)cc1	2.6%	5.5%
COC(=O)c1ccc(C(=O)OC)c(NC(=O)CN2CCN(c3ccccc3OC)CC2)c1	-9.8%	1.2%
CCOC(=O)c1ccc(-c2ccc(C(=O)Nc3cccc(NC(=O)c4ccccc4C)c3)o2)cc1	8.4%	-4.2%
COc1cccc(CC(=O)Nc2nccs2)c1	3.7%	-3.7%
O=C(C1CCN(S(=O)(=O)c2ccccc2)CC1)N(CCc1ccccc1)Cc1ccco1	-1.2%	0.2%
Cc1cc(NC(=O)Cc2cccs2)no1	0.8%	-2.1%
O=C(CCCC(=O)N(CC(=O)NC1CCCCC1)CC1CCCO1)Nc1ccccn1 (centres undefined)	-5.8%	-0.1%
CCCCC(=O)Nc1nn(C)c2nc3c(C)cccc3cc12	-8.6%	4.8%
COc1ccc(C(=O)N2CCN(C3CCCC(C)C3)CC2)cc1OC (centres undefined)	0.7%	0.3%
O=[N+]([O-])c1cc(-c2nnc(-c3ccc(Br)o3)o2)ccc1Cl	-0.7%	4.2%
CCc1ccc(NC(=O)C2CC(=O)N(c3ccc(Br)cc3)C2)cc1 (centres undefined)	2.0%	.
CS(=O)(=O)N1CCC(C(=O)O)CC1	.	-9.2%
Cc1ccc(C(c2nnnn2CS(=O)(=O)c2ccc(C)cc2)N2CCC(C)CC2)cc1 (centres undefined)	.	-1.9%
Cc1cc(=O)n2nc(N3CCC(C(=O)NCCC4=CCCCC4)CC3)sc2n1	1.6%	-4.2%
Cc1cc(C)cc(OCC(=O)NCC2CCCO2)c1 (centres undefined)	-6.8%	.
COC(=O)C1=C(C)N=c2s/c(=C\c3ccc(OC)c(OC)c3)c(=O)n2C1/C=C/c1ccccc1 (centres undefined)	-0.7%	-7.1%
COc1cccc(OCC(O)CN2CC(C)CC(C)C2)c1 (centres undefined)	4.2%	4.2%
COc1ccccc1NC(=O)/C(=C/c1ccco1)NC(=O)c1ccc(C)cc1	4.9%	-6.7%
Cc1nnc(NS(=O)(=O)c2c(C(C)C)cc(C(C)C)cc2C(C)C)s1	3.4%	-5.6%
Cc1sc(NC(=O)c2ccc(F)cc2)c(C(=O)O)c1C	-3.5%	2.9%
Cc1ccc(N(C(C)C(=O)O)S(=O)(=O)c2c(C)[nH]c(=O)[nH]c2=O)cc1 (centres undefined)	-2.4%	-0.7%
COc1ccc(Nc2nc(-c3ccc(Cl)c(Cl)c3)cs2)cc1	4.0%	1.9%
O=C(NCc1ccccc1)NC1(C(=O)Nc2ccc3c(c2)OCCO3)CCCCC1	-4.8%	1.7%
CCOC(=O)c1cccc(NC(=O)c2ccc(Cl)cc2Cl)c1	0.9%	0.0%
CCCNC(=O)c1ccccc1NC(=O)C1COc2ccccc2O1 (centres undefined)	.	-2.0%
O=C(CSCc1ccccc1)Nc1ccc(Br)cc1C(=O)O	2.2%	0.2%
C=CCn1c(SCc2c(C)noc2C)nc2sc3c(c2c1=O)CCCC3	.	5.1%
O=C(Nc1cc(Cl)cc(Cl)c1)c1ccc2c(c1)OCO2	1.4%	-0.7%
O=c1ccc(/C=C/c2ccccc2)nn1Cc1ccccc1Cl	.	0.4%
COc1ccc(-n2c(SCC(=O)Nc3cc(C)on3)nc3ccc(O)cc3c2=O)cc1OC	6.0%	-2.3%
Cc1ccc2c(c1)N(CCC(=O)NCC1COc3ccccc3O1)C(=O)CO2 (centres undefined)	-10.2%	-2.0%
COc1cc(NC(C)=O)ccc1NC(=O)c1ccco1	1.8%	0.9%
CCC(C)Sc1nc2c(c(=O)[nH]c(=O)n2C)n1CC(O)COc1cccc2ccccc12 (centres undefined)	-5.0%	2.9%
CCC1SC(=NC(=O)c2ccc(Cl)c(Cl)c2)NC1=O (centres undefined)	-5.9%	1.4%
COc1cc(OC)c(C2Nc3cccc4cccc(c34)N2)c(OC)c1	19.5%	8.0%
Nc1nc(SCC(=O)NCCCN2CCOCC2)nc2sc3c(c12)CCC3	-5.4%	4.2%
CC1CCCC(C)N1C(=O)CN1C(=O)C(C)(C)Oc2ccc(C(=O)NC3CCCCC3)cc21 (centres undefined)	-4.6%	-4.0%
COc1cccc(/C=C2\SC(=S)N(c3cccc(C)c3C)C2=O)c1	0.5%	-0.9%
CCOc1ccc(NC(=O)/C=C\C(=O)O)cc1	-1.6%	1.0%
CCOC(=O)C1CCN(C(=O)c2ccc3c(c2)OCO3)CC1	-8.1%	5.9%
Cc1ccc(-c2nc(N)n(S(C)(=O)=O)n2)cc1	-15.1%	6.7%
CC1(C)C2CCC13CS(=O)(=O)NC3C2 (centres undefined)	.	0.9%
CCOC(=O)Cc1csc(NC(=O)c2cc3c(s2)CCCC3)n1	.	-0.9%

The results go on.
molecule	MKP-3 inhibition	Hsp70 inhibitors
O=c1[nH]c2cc3c(cc2cc1CN(Cc1ccc2c(c1)OCO2)Cc1nnnn1CC1CCCO1)OCO3 (centres undefined)	.	0.4%
O=c1[nH]cc(Cc2ccc(O)cc2)c(=O)[nH]1	0.8%	-0.5%
CC(C)c1cc(C(=O)Nc2ccc3c(c2)OCO3)no1	-3.3%	-2.3%
COc1ccc(CC(=O)Nc2oc(-c3ccccc3)c(-c3ccccc3)c2C#N)cc1OC	-1.6%	2.9%
O=C(CN1C(=O)c2ccccc2C1=O)OCC(=O)N1CCc2ccccc2C1	-11.8%	2.7%
O=C(N1CCOCC1)N1CCN(c2nc(-c3ccccc3)cs2)CC1	-0.2%	1.5%
COc1ccc(N2C(=O)C3CCCN3C2c2ccc(C)cc2)cc1Cl (centres undefined)	-3.4%	-2.2%
CCN(CC)c1ccc(/C=C2/C=C(c3ccc(C)cc3)OC2=O)cc1	-1.5%	-14.5%
CCCC(=O)Nc1ccc(NC(=O)c2ccc(Cl)c(Cl)c2)cc1	1.3%	1.0%
CCc1c(C)sc(NC(=O)C2CC3CCC2C3)c1C#N (centres undefined)	0.2%	6.8%
COc1ccc2oc(=O)c(-c3csc(Nc4ccccc4)n3)cc2c1	2.6%	-2.4%
COc1cc(Cl)cc(C#N)c1OCC(=O)O	1.5%	-3.3%
CCOC(=O)Cc1csc(NC(=O)c2ccc(Br)s2)n1	-4.1%	-2.8%
COc1ccc(N2C(=O)/C(=C\c3cc4c(cc3[N+](=O)[O-])OCO4)SC2=S)cc1	3.6%	-3.9%
COc1ccc2ccccc2c1-c1cc(C(=O)NN)[nH]n1	2.4%	-3.4%
Nc1ccc(Sc2nnnn2-c2ccccc2)c(Cl)c1	-9.8%	0.4%
COc1cc(S(=O)(=O)NC2CCCC2)c(OC)cc1Cl	.	-1.0%
O=c1/c(=C/c2ccc(O)cc2)sc2n1CCCN=2	.	2.6%
COc1ccc(CNC(=O)C(c2cccs2)N(C(=O)c2csnn2)C2CC2)cc1 (centres undefined)	-9.9%	-4.2%
CS(=O)(=O)Nc1ccccc1C(=O)c1ccccc1	-1.3%	-1.3%

As entered above.
COC(=O)c1ccc(C(=O)OC)c(NC(=O)CN2CCN(c3ccccc3OC)CC2)c1 | Hsp70 inhibitors: 1.2%
COc1cc(OC)c(C2Nc3cccc4cccc(c34)N2)c(OC)c1 | MKP-3 inhibition: 19.5%
CCCC(=O)Nc1ccc(NC(=O)c2ccc(Cl)c(Cl)c2)cc1 | MKP-3 inhibition: 1.3%
O=C(N1CCOCC1)N1CCN(c2nc(-c3ccccc3)cs2)CC1 | MKP-3 inhibition: -0.2%
CN1C(=O)/C(=C\c2cc(Br)ccc2OCc2ccccc2)SC1=S | Hsp70 inhibitors: -2.5%

Continuation.
Results follow in this order: MKP-3 inhibition	Hsp70 inhibitors
> Nn1c(SCC(=O)NCc2ccccc2)nnc1C1CC1
 : -2.3%	-8.6%
> O=C(O)c1cc(-c2ccc3c(c2)OCO3)nc2ccccc12
 : -11.6%	2.4%
> O=[N+]([O-])c1ccc(N2CCOCC2)c(-c2nn[nH]n2)c1
 : 1.5%	-0.6%
> CCn1c(Cc2c(C)[nH]c3ccccc23)nnc1SCC(=O)NCc1ccccc1
 : .	-1.9%
> COc1ccc(C(=O)N2CCOCC2)cc1Br
 : -3.0%	-2.0%
> O=C(Cn1c(S(=O)(=O)Cc2ccccc2)nc2ccccc21)N1CCCCC1
 : -7.8%	4.3%
> O=C(NCC1COc2ccccc2O1)C1CCN(S(=O)(=O)c2cccc3nsnc23)CC1 (centres undefined)
 : -11.5%	6.0%
> CC(C)CC(c1nnnn1CC1CCCO1)N1CCN(C2CCCC2)CC1 (centres undefined)
 : -5.0%	4.2%
> CCCCOc1ccc(S(=O)(=O)N=Nc2c(O)n(C)c3ccccc23)cc1
 : -3.4%	-3.3%
> COc1ccc(S(=O)(=O)n2nc(OC(=O)C3CCCCC3)cc2N)cc1
 : 5.2%	6.3%
> CCC1C(c2ccc(Cl)cc2)NC(c2ccc(Cl)cc2)C(CC)C1O (centres undefined)
 : 6.0%	-8.6%
> Cc1ccc(C)c(OCCOCCN2CC(C)OC(C)C2)c1C (centres undefined)
 : .	0.4%
> CCCOc1ccc(C(CC(=O)c2ccc(Cl)cc2)S(=O)(=O)c2ccccc2)cc1 (centres undefined)
 : 2.9%	1.0%
> COc1ccc(C(=O)Nc2ccc(S(=O)(=O)Nc3cc(OC)ncn3)cc2)c(OC)c1
 : -0.7%	-0.6%
> CCOC(=O)C1=C(N)OC2=C(C(=O)CC(C)(C)C2)C1c1ccc(Cl)c(Cl)c1 (centres undefined)
 : -2.1%	1.4%
> COc1ccc(-c2nnc(SCC(=O)c3ccc(F)cc3)n2-c2ccccc2)cc1
 : 2.6%	-6.2%
> O=C1CN(C(=O)OCc2ccccc2)c2ccccc2N1
 : -4.7%	3.7%
> CCC(=O)Oc1ccc2c(C)cc(=O)oc2c1C
 : -0.5%&-2.5%	2.9%&0.5%
> COc1ccccc1NC1=C(C)C(=O)CC1
 : 6.0%	2.6%
> Cc1c(C(=O)N2CCN(c3ccccc3F)CC2)sc2ncn(CC(=O)N3CCOCC3)c(=O)c12
 : 4.3%	-4.6%
> CN1CCN(C(=O)c2cc(-c3cccc(Cl)c3)on2)CC1
 : 8.4%	-2.0%
> CC(C)(C)NC(=O)c1cccc(NC(=O)c2cccs2)c1
 : 3.0%	-0.7%
> c1ccc(N2CCN(c3c4c(nc5ncnn35)CCC4)CC2)cc1
 : 2.0%	0.8%
> CCN(CC)CCCNC(=O)Cn1ncn2cccc2c1=O
 : .	-0.5%
> CCN1CCN(c2ccc(NC(=O)c3cccc(OCc4ccccc4)c3)cc2)CC1
 : .	2.7%
> c1ccc(Cn2c(SCCN3CCOCC3)nnc2-c2cccnc2)cc1
 : -2.2%	2.7%
> O=C1NC(=Nc2ccc(O)cc2)S/C1=C/C=C/c1ccccc1
 : 6.9%	-1.6%
> C/C(=N\Nc1nc(C(C)(C)C)cs1)c1ccccc1
 : 1.8%	0.2%
> COC(=O)c1ccc2c(=O)sc(N3CCC(C(N)=O)CC3)nc2c1
 : 3.2%	10.7%
> COc1ccccc1N1C(=O)c2ccccc2NC1c1ccncc1 (centres undefined)
 : 1.0%	8.0%
> Cc1csc(NC(=O)Cn2cnnn2)n1
 : -3.2%	-3.6%
> Cc1ccc2c(c1)cc(CN(Cc1ccc3c(c1)OCO3)S(=O)(=O)c1ccccc1)c1nnnn12
 : -3.2%	0.3%

Part of the list above in order of count of non-hydrogen atoms, largest number first:
Results follow in this order: MKP-3 inhibition	Hsp70 inhibitors
> Cc1ccc2c(c1)cc(CN(Cc1ccc3c(c1)OCO3)S(=O)(=O)c1ccccc1)c1nnnn12
 : -3.2%	0.3%
> CCn1c(Cc2c(C)[nH]c3ccccc23)nnc1SCC(=O)NCc1ccccc1
 : .	-1.9%
> c1ccc(Cn2c(SCCN3CCOCC3)nnc2-c2cccnc2)cc1
 : -2.2%	2.7%

Screening data: PubChem BioAssay, Sanford-Burnham Center for Chemical Genomics
